CHX counter: affects cycloheximide protein synthesis inhibition readout, counter-screen; cell reporter, cycloheximide protein synthesis inhibition counterscreen; 12% of 300,000 active; max response, %; in the data active = max response mostly above about 13%, no sharp cut-off; inactive = mostly below about 14%; note: read at 38.3 µM for the half of the compounds with a filed dose; 0% is about no effect
Sm TGR inh: inhibitors of Schistosoma mansoni thioredoxin glutathione reductase; purified TGR, DTNB reduction, TNB absorbance 405 nm; 3% of 360,000 active; Potency, µM (series often up to 114 µM), inactives show top-dose activity change, negative = inhibition, hits mostly inhibitors; Q962Y6; AID 485364; note: potency is the fitted concentration of half-maximal effect; % is set by controls: 0 for no effect and ±100 for the full control effect; nearly all actives have a fitted effect of over 60% in size
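TGR 20 nM + NADPH 100 uM (dispensed conc.), cpd preinc 15 min RT; start with NADPH (500 uM addition) then DTNB (15 mM addition). Kinetic TNB absorbance, 405 nm filter. Four-parameter Hill fit across titration.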
Giardia FBPA inh: Giardia lamblia aldolase inhibition. AID 2451. purified Giardia FBPA. 0.71% of 290,000 active. Potency, µM (top dose mostly 59.6 µM), inactives show at the highest dose activity, negative = inhibition, actives largely listed as inhibitors. A8B2U2; note: potency is the fitted concentration of half-maximal effect; % is set by controls: 0 for no effect and ±100 for the full control effect; nearly all actives have a fitted effect of over 55% in size
Target sequence (A8B2U2 whole entry, looked up): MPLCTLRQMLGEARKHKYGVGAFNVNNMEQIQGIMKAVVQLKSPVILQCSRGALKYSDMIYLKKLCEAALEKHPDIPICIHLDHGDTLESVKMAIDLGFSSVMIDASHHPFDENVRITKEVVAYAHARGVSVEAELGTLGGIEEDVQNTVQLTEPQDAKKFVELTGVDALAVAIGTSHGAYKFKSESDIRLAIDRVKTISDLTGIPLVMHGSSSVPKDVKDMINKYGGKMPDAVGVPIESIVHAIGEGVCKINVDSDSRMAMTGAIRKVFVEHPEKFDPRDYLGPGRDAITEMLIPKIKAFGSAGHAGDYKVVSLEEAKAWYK
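40 nM FBPA preincubated 10 min at RT with compound (up to 57.5 uM final), then substrate plus GAPDH/TPI/NAD/arsenate coupling and diaphorase/resazurin added. Fluorescence read after 20 min at RT, 525/598 nm.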
Pf growth 48h: inhibits P. falciparum growth in the first generation, 48 h. P. falciparum luciferase growth in erythrocytes, 48 h. Potency, µM (titrated, usually from 28.7 µM), inactives show at the highest dose activity change, negative = inhibition, hits mostly inhibitors. 5.9% of 310,000 active; note: potency is the fitted concentration of half-maximal effect; % is set by controls: 0 for no effect and ±100 for the full control effect
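Growth was read as firefly luciferase luminescence after a 48 h, 37 C, 5% CO2 exposure of compounds to reporter-bearing P. falciparum cultures (0.1% parasitemia, 2% hematocrit final) in Albumax-supplemented RPMI 1640.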
Shiga inhibitor: blocks Shiga toxin action in Vero cells; inhibition, % at 38.7 µM; Vero cells, Shiga toxin protein synthesis inhibition reporter; AID 2315; 9.2% of 290,000 active; in the data active = inhibition mostly above about 28%, no sharp cut-off; inactive = mostly below about 43%; note: 0% is about no effect
Pf growth 96h: P. falciparum growth inhibition at 96 hours | P. falciparum luciferase reporter growth, 96 h | Potency, µM (titrated, usually from 28.7 µM), for inactives: at the top dose activity change, negative = inhibition, usual class: inhibitors | 6.9% of 320,000 active; note: potency is the fitted concentration of half-maximal effect; % is set by controls: 0 for no effect and ±100 for the full control effect
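Readout is luminescence from an integrated firefly luciferase in P. falciparum. Red cells, 2% hematocrit and 0.05% parasitemia final, were cultured with compound through two parasite generations (96 hours) at 37 C, 5% CO2.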
* = called active by the depositor; & = joins results of further samples; [ ] = remark or other dose. Unless noted, calls come from the whole dose curve; as a rule, active = well fitted curve in the direction sought with a large enough effect; inconclusive = small, poorly fitted or top-dose-only effect, or another doubt; inactive = no such curve, though single readings can be large; an effect the other way counts as inactive or inconclusive.

COc1ccc(Cc2c(O)nc(SCC(=O)NC(C)(C)C)[nH]c2=O)cc1 was read as CHX counter 1, Sm TGR inh 3%, Giardia FBPA inh 7%, Pf growth 48h 7%, Shiga inhibitor -20 and Pf growth 96h inconclusive.
CCS(=O)(=O)NCCCc1ccccc1 was read as CHX counter -3, Sm TGR inh 0%, Giardia FBPA inh -7%, Pf growth 48h 14%, Shiga inhibitor -14 and Pf growth 96h 27%.
For C=C(c1ccc(O)cc1)c1ccc(O)cc1 the results were CHX counter 11, Sm TGR inh 30%, Giardia FBPA inh 2%, Pf growth 48h -13%, Shiga inhibitor 0 and Pf growth 96h -7%.
CCCCSc1nnc(CCNC(=O)OC(C)(C)C)o1 was read as CHX counter 8, Sm TGR inh 8%, Giardia FBPA inh 5%, Pf growth 48h 19%, Shiga inhibitor 14 and Pf growth 96h 7%.
For CC1Cc2ccccc2N1C(=O)CSc1nnc(-c2ccc(S(=O)(=O)N3CCCCC3)cc2)o1 (stereo unspecified) the results were CHX counter -2, Sm TGR inh -32%, Giardia FBPA inh 9%, Pf growth 48h 7%, Shiga inhibitor -6 and Pf growth 96h -21%.
For CC(=O)c1cccc(NC(=O)CN2C(=O)c3ccccc3C2=O)c1 the results were CHX counter -2, Sm TGR inh -29%, Giardia FBPA inh 10%, Pf growth 48h 27%, Shiga inhibitor -10 and Pf growth 96h -20%.
Screening CC1=CC(=C2C(=O)NC(=O)NC2=O)C=C(C(F)(F)F)N1C(C)C returned CHX counter -2, Sm TGR inh 0%, Giardia FBPA inh 3%, Pf growth 48h 13% and Shiga inhibitor -7.
Screening CCOC(=O)N1CCN(c2nc(C)c3c(n2)CC(C)CC3=O)CC1 (stereo unspecified) returned CHX counter -4, Sm TGR inh 6%, Giardia FBPA inh 6%, Pf growth 48h -10%, Shiga inhibitor -6 and Pf growth 96h 1%[5.75 µM].
CCn1c(SCC(=O)c2ccc3c(c2)OCCO3)nnc1-c1ccco1 was read as CHX counter 15*, Sm TGR inh 22µM*, Giardia FBPA inh inconclusive, Pf growth 48h -5%, Shiga inhibitor 8 and Pf growth 96h 0%.
For Cc1ccc(/C=C(\NC(=O)c2ccccc2)C(=O)N2CCCCC2)cc1 the results were CHX counter 0, Sm TGR inh -1%, Giardia FBPA inh 1%, Pf growth 48h 7% and Pf growth 96h 4%.
For CC1=C(/C=C/C(C)=C/C=C/C(C)=C/C=C/C=C(C)/C=C/C=C(C)/C=C/C2=C(C)CCCC2(C)C)C(C)(C)CCC1 the results were Giardia FBPA inh -3%, Pf growth 48h 4% and Pf growth 96h -1%.
O=C(Nc1ccccc1C(F)(F)F)N1CCN(c2ccc3nncn3n2)CC1 was read as CHX counter -1, Sm TGR inh 2%, Giardia FBPA inh -5%, Pf growth 48h 29%, Shiga inhibitor -2 and Pf growth 96h 36%[activator].
For CC(=O)Nc1ccc(NS(=O)(=O)c2cc(C)sc2C)cc1 the results were CHX counter -3, Sm TGR inh 6%, Giardia FBPA inh 4%, Pf growth 48h 2%, Shiga inhibitor 13 and Pf growth 96h 36%.
`COc1cccc(C2CC(C(F)(F)F)n3ncc(C(=O)NC(C)(C)C)c3N2)c1` (stereo unspecified) gave CHX counter -2, Sm TGR inh -16%, Giardia FBPA inh 4%, Pf growth 48h 4%, Shiga inhibitor -9 and Pf growth 96h inconclusive.
For Nc1cccnc1Oc1ccccc1F the results were CHX counter -1, Sm TGR inh 15%, Giardia FBPA inh 0%, Pf growth 48h -1%, Shiga inhibitor -4 and Pf growth 96h 21%.
Screening CC(C)C(NC(=O)c1ccc(F)cc1)C(=O)OCC(=O)N1CC(=O)Nc2ccccc21 (stereo unspecified) returned CHX counter -3, Sm TGR inh 1%, Giardia FBPA inh 3%, Pf growth 48h -19%, Shiga inhibitor -2 and Pf growth 96h -5%.
`COc1ccc(-c2c3c(=O)n(C)c(=O)n(C)c3cn2-c2ccccc2O)cc1` gave CHX counter 10, Sm TGR inh -20%, Giardia FBPA inh -17%, Pf growth 48h inconclusive, Shiga inhibitor 13 and Pf growth 96h inconclusive.
CCC1(CC)Cc2ccccc2C(N)=C1C#N was read as CHX counter -1, Sm TGR inh -2%, Giardia FBPA inh inconclusive, Pf growth 48h -5% and Shiga inhibitor 24.
For CCOCCCN1C(=O)CN(C2CCCCC2)C(=O)C1c1ccc(OC)c(OC)c1 (stereo unspecified) the results were CHX counter 0, Sm TGR inh 0%, Giardia FBPA inh 0%, Pf growth 48h -4%, Shiga inhibitor -11 and Pf growth 96h 0%.
For C[C@H](c1ccccc1)n1nnc(COCc2ccccc2)c1C#CCOCc1ccccc1 the results were CHX counter 2, Sm TGR inh inconclusive, Giardia FBPA inh 2%, Pf growth 48h inconclusive, Shiga inhibitor -3 and Pf growth 96h inconclusive.

Structural class: the entries above with two or more sulfur atoms
For CC1Cc2ccccc2N1C(=O)CSc1nnc(-c2ccc(S(=O)(=O)N3CCCCC3)cc2)o1 (stereo unspecified) the results were CHX counter -2, Sm TGR inh -32%, Giardia FBPA inh 9%, Pf growth 48h 7%, Shiga inhibitor -6 and Pf growth 96h -21%.
For CC(=O)Nc1ccc(NS(=O)(=O)c2cc(C)sc2C)cc1 the results were CHX counter -3, Sm TGR inh 6%, Giardia FBPA inh 4%, Pf growth 48h 2%, Shiga inhibitor 13 and Pf growth 96h 36%.

(list continues)
CCOC(=O)c1c(C)[nH]c(O)c1C=Nc1ccccc1 was read as CHX counter -2, Sm TGR inh -1%, Giardia FBPA inh -15%, Pf growth 48h inconclusive, Shiga inhibitor -8 and Pf growth 96h inconclusive.
CC(NCC(=O)Nc1cc(Cl)cc(Cl)c1)c1ccccc1 (stereo unspecified) was read as CHX counter -2, Sm TGR inh 39%[activator], Giardia FBPA inh inconclusive, Shiga inhibitor -5 and Pf growth 96h -15%.
COc1ccc(N2CCN(C(=O)CN(Cc3ccccc3)S(C)(=O)=O)CC2)cc1 was read as CHX counter -3, Sm TGR inh -3%, Giardia FBPA inh 1%, Shiga inhibitor -4 and Pf growth 96h -22%.
CC(C)C(OC(=O)c1nsc(Cl)c1Cl)C(=O)NCC1CCCO1 (stereo unspecified) was read as CHX counter -5, Sm TGR inh -5%, Giardia FBPA inh 17%, Pf growth 48h 27%, Shiga inhibitor -5 and Pf growth 96h -9%.
CCN(CC)C(=O)CC(c1ccc2c(c1)OCO2)c1c(OC)cc(OC)c2c(-c3ccccc3)cc(=O)oc12 (stereo unspecified) was read as CHX counter 12&7, Sm TGR inh -9%, Giardia FBPA inh 1%&2%, Pf growth 48h 12µM*, Shiga inhibitor 4&6 and Pf growth 96h 12µM*.
Cc1cc(SCC#N)n2nc(C)c(-c3ccccc3)c2n1 was read as CHX counter 23, Sm TGR inh -13%, Giardia FBPA inh 11%, Pf growth 48h -10%, Shiga inhibitor 4 and Pf growth 96h 193%[activator].
Screening CCCc1c(C(=O)N/N=C/c2cccc(OCc3ccc(F)cc3)c2)nnn1-c1nonc1N returned CHX counter 1, Sm TGR inh 7%, Giardia FBPA inh -6%, Pf growth 48h 0%, Shiga inhibitor -12 and Pf growth 96h 3%.
`Cc1cc(C)cc(CN2CCC(Oc3ccc(C(=O)N4CCCC4)cc3)CC2)c1` gave CHX counter -1, Sm TGR inh 5%, Giardia FBPA inh 14%, Pf growth 48h 12µM*, Shiga inhibitor -6 and Pf growth 96h -19%.
For O=S(=O)(c1ccc(Oc2ccc3oc4ccccc4c3c2)nc1)N1CCCC1 the results were CHX counter -5, Sm TGR inh 4%, Giardia FBPA inh 11%, Pf growth 48h -8%, Shiga inhibitor 7 and Pf growth 96h -17%.
Screening CCCC(=O)Nc1cccc(S(=O)(=O)N(C)c2ccccc2)c1 returned CHX counter -1, Sm TGR inh -5%, Giardia FBPA inh 0%, Pf growth 48h -14%, Shiga inhibitor -6 and Pf growth 96h -24%.
For CCSc1nc2c(c(-c3ccc(C)o3)c1C#N)CCCC2 the results were CHX counter 6, Sm TGR inh -23%, Giardia FBPA inh 6%, Pf growth 48h -24%, Shiga inhibitor -2 and Pf growth 96h -19%.
`Cc1ccc2nsnc2c1S(=O)(=O)N1CCN(Cc2ccc3c(c2)OCO3)CC1` gave CHX counter 0, Sm TGR inh -1%, Giardia FBPA inh 1%, Pf growth 48h -9% and Shiga inhibitor -8.
Screening Cc1nn(C)c(Cl)c1/C=C/C(=O)O returned CHX counter 1, Sm TGR inh 11%, Giardia FBPA inh -8%, Pf growth 48h 22%, Shiga inhibitor -1 and Pf growth 96h inconclusive.
CCN1CCN(C2=C(Cl)C(=O)N(Cc3ccccc3)C2=O)CC1 was read as CHX counter 1, Sm TGR inh inconclusive, Giardia FBPA inh 1%, Pf growth 48h -7%, Shiga inhibitor -7 and Pf growth 96h inconclusive.
`O=C(CNc1ccccc1Cl)c1ccc(Br)cc1` gave CHX counter 2, Sm TGR inh 3%, Giardia FBPA inh 24%, Pf growth 48h inconclusive and Pf growth 96h inconclusive.
For CCOC(=O)Cc1cc(=O)n2[nH]c(-c3ccc(C)cc3)cc2n1 the results were CHX counter -1, Sm TGR inh -7%, Giardia FBPA inh -20%, Shiga inhibitor 14 and Pf growth 96h 11%.
COc1ccc(CN2CNc3c(c(=O)n(C)c(=O)n3C)C2)cc1 was read as CHX counter -3, Sm TGR inh -12%, Giardia FBPA inh 2%, Pf growth 48h 4%, Shiga inhibitor 16 and Pf growth 96h inconclusive.
O=C(CC(c1ccccc1)c1cc(Cl)ccc1O)NCCCN1CCOCC1 (stereo unspecified) was read as CHX counter -1, Sm TGR inh -7%, Giardia FBPA inh 8%, Pf growth 48h inconclusive, Shiga inhibitor -4 and Pf growth 96h -13%.
Screening CCn1c([N+](=O)[O-])nc2c1c(=O)[nH]c(=O)n2C returned CHX counter 11, Sm TGR inh 25µM*, Giardia FBPA inh 13µM*, Pf growth 48h -3%, Shiga inhibitor 18 and Pf growth 96h inconclusive.
Screening CCOC(=O)N1CCN(C(=O)c2cc3c(=O)[nH]c4ccccc4c3s2)CC1 returned CHX counter 2, Sm TGR inh 2%, Giardia FBPA inh -2%, Pf growth 48h -15%, Shiga inhibitor -3 and Pf growth 96h -4%.

Some of these compounds in order of SMILES length, high to low:
COc1ccc(N2CCN(C(=O)CN(Cc3ccccc3)S(C)(=O)=O)CC2)cc1 was read as CHX counter -3, Sm TGR inh -3%, Giardia FBPA inh 1%, Shiga inhibitor -4 and Pf growth 96h -22%.
O=C(CC(c1ccccc1)c1cc(Cl)ccc1O)NCCCN1CCOCC1 (stereo unspecified) was read as CHX counter -1, Sm TGR inh -7%, Giardia FBPA inh 8%, Pf growth 48h inconclusive, Shiga inhibitor -4 and Pf growth 96h -13%.
Screening CCCC(=O)Nc1cccc(S(=O)(=O)N(C)c2ccccc2)c1 returned CHX counter -1, Sm TGR inh -5%, Giardia FBPA inh 0%, Pf growth 48h -14%, Shiga inhibitor -6 and Pf growth 96h -24%.

Next section
For CCOC(=O)C(O)(c1ccc(N(CC)S(=O)(=O)c2ccc(C)cc2)cc1)C(F)(F)F (stereo unspecified) the results were CHX counter 1, Sm TGR inh -21%, Giardia FBPA inh -5%, Pf growth 48h inconclusive and Shiga inhibitor 1.
O=C1CN(S(=O)(=O)c2cc(Cl)ccc2Cl)c2ccccc2N1 was read as CHX counter -2, Sm TGR inh 1%, Giardia FBPA inh -4%, Pf growth 48h -11%, Shiga inhibitor -8 and Pf growth 96h 4%.
Screening OC(C#CCCN1CCCCC1)(c1ccccc1)c1ccccc1 returned CHX counter 6, Sm TGR inh -18%, Giardia FBPA inh 6%, Pf growth 48h inconclusive, Shiga inhibitor -5 and Pf growth 96h inconclusive.
For Cc1ccc(S(=O)(=O)Nc2ccc(O)c(S(=O)(=O)c3ccc(C)cc3)c2)cc1 the results were CHX counter -3, Sm TGR inh -17%, Giardia FBPA inh 6%, Pf growth 48h 2%, Shiga inhibitor -16 and Pf growth 96h 27%.
